Source: PubChem BioAssay
M1 PAM parental = nonselective calcium activators in parental CHO-K1 cells, primary screen, counter-screen for M1 PAM project, cell-based, Fluo-8 calcium fluorescence, full deck, 1536-well | ATP EC20; 0% at ATP EC20, 100% at ATP max | activation, % at 3 µM | 360,000 tested, 0.02% active;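 active = activation above the run cutoff, the mean activation of all test compounds plus 3 SD, cut at about 40% in these data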;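 note: peak over basal fluorescence ratio in a 140 s read after ATP addition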
CHRM4 PAM = human M4 muscarinic receptor positive allosteric modulators, primary screen, CHO-K1 cells, Fluo-8 calcium fluorescence | AID 624126, 2012 | activation, % at 3 µM | CHO-K1 hM4/Gqi5, ACh EC20; 0% = ACh EC20, 100% = maximal ACh | 360,000 tested, 0.4% active;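 active = activation above its plate's cutoff, the mean activation of sample wells plus 3 SD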; note: some results filed as inactive read as strong as hits
Target sequence (P08173 whole entry, looked up): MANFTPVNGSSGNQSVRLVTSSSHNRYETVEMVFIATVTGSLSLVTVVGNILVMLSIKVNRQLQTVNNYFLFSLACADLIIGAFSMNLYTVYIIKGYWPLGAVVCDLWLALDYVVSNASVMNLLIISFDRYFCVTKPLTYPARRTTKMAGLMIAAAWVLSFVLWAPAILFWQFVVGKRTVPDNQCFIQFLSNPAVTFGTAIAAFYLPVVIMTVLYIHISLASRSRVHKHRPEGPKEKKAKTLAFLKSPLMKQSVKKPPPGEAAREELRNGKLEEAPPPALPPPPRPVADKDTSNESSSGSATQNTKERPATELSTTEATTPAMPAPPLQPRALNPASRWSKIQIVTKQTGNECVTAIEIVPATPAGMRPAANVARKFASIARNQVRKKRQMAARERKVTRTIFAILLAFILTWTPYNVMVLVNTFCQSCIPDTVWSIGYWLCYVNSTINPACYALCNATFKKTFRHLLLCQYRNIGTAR
CHO-K1 Ca ag = counter-screen for M1 agonists: effect in parental CHO-K1 cells; Fluo-8 calcium fluorescence; scaled to maximal ATP response, vehicle zero; AID 602248, 2012; activation, % at 3 µM; 360,000 tested, 0.48% active; in the data active = activation above about 15%;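 note: untransfected CHO-K1 host cells lacking M1 receptor as counterscreen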
M5 antag = human M5 muscarinic receptor antagonists, primary screen, CHO cells, Fluo-8 calcium fluorescence; Muscarinic acetylcholine receptor M5 (Homo sapiens), P08912; CHO-hM5 cells, ACh EC80; inhibition, % at 3 µM; 360,000 tested, 0.59% active; AID 624040, 2012;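 active = inhibition above a per-plate cutoff, the mean of that plate's test compounds plus 3 SD, cut at about 27% in these data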;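 note: 0% = acetylcholine EC80 with DMSO and 100% = DMSO without agonist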
Target sequence (P08912 whole entry, looked up): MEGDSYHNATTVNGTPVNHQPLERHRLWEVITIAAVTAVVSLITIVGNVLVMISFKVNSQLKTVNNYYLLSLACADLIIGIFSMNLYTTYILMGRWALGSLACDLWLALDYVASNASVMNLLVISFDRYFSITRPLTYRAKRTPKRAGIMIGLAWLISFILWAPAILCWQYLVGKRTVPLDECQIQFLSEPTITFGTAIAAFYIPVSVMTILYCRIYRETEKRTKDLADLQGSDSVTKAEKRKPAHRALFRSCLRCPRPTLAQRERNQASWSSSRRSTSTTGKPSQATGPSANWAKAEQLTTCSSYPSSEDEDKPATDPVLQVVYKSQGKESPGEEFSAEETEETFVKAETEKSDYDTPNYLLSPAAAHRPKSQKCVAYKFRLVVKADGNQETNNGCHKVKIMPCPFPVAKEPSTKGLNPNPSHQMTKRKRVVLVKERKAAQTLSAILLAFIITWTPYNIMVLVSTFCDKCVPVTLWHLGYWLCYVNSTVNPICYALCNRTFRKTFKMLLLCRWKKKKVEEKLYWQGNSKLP
CHO-K1 Ca antag = M1 antagonist counterscreen hit in parental CHO-K1 cells; 360,000 tested, 0.6% active; ATP-induced calcium, Fluo-8 fluorescence; inhibition, % at 3 µM;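 active = inhibition above a per-plate cutoff, the plate's mean sample inhibition plus 3 SD, cut at about 24% in these data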;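 note: 0% = DMSO plus EC80 ATP and 100% = DMSO alone without ATP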
M5 PAM = human M5 muscarinic receptor positive allosteric modulators, primary screen, CHO-K1 cells, Fluo-8 calcium fluorescence. Muscarinic acetylcholine receptor M5 (Homo sapiens), P08912. CHO-K1 hM5, ACh EC20 PAM; 0% = ACh EC20, 100% = ACh EC100. activation, % at 3 µM. 360,000 tested, 0.3% active. AID 624038, 2012;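 active = activation above the run cutoff, the mean activation of all test compounds plus 3 SD, cut at about 18% in these data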
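system = human M5 receptor in CHO-K1 cells | compound = one concentration, 3 µM final (nominal) | schedule = Post-acetylcholine fluorescence recording 140 s | signal = Fluo-8 calcium dye fluorescence, kinetic read | benchmarks = low control EC20 acetylcholine (0%), high control EC100 acetylcholine (100%) | repeats = singlicate, one well per test compound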
CHRM4 agonist = human M4 muscarinic receptor agonists, primary screen, CHO-K1 cells, Fluo-8 calcium fluorescence | Muscarinic acetylcholine receptor M4 (Homo sapiens), P08173 | CHO-K1 hM4/Gqi5; vehicle 0%, full acetylcholine response 100% | activation, % at 3 µM | 360,000 tested, 0.14% active | AID 624127, 2012;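 active = activation above the run mean over all test wells plus 3 SD, cut at about 32% in these data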;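 note: peak over basal fluorescence ratio per well then scaled between controls; 0% = DMSO wells and 100% = acetylcholine at EC100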
CHRM5 agonist = human M5 muscarinic receptor agonists, primary screen, CHO-K1 cells, Fluo-8 calcium fluorescence; Muscarinic acetylcholine receptor M5 (Homo sapiens), P08912; CHO-K1 hM5 cells; 0% DMSO wells, 100% maximal acetylcholine response; activation, % at 3 µM; 360,000 tested, 0.19% active;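 active = activation above the run's mean over test compounds plus 3 SD, cut at about 23% in these data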;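 note: signal is peak over basal fluorescence ratio across the kinetic read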
M4 antag = human M4 muscarinic receptor antagonists, primary screen, CHO cells, Fluo-8 calcium fluorescence; inhibition, % at 3 µM; 360,000 tested, 0.73% active; CHO-hM4 cells, ACh EC80; Muscarinic acetylcholine receptor M4 (Homo sapiens), P08173;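 active = inhibition above its plate's cutoff, the mean inhibition of sample wells plus 3 SD, cut at about 27% in these data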;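 note: 0% = acetylcholine EC80 with DMSO and 100% = DMSO without agonist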
The depositor's hits bear a star; . = no result given. Rows are unselected; 2.7% or so of the library scored in one or more.

molecule | M1 PAM parental | CHRM4 PAM | CHO-K1 Ca ag | M5 antag | CHO-K1 Ca antag | M5 PAM | CHRM4 agonist | CHRM5 agonist | M4 antag
Cc1ccccc1-n1c2nc(=O)n(C)c(=O)c-2cc2ccccc21 | 20 | -1 | 0.5 | -2 | -6 | 4 | -1 | -1 | -5
Cc1cc(=O)oc(C)c1C(=O)NCc1ccccn1 | 19 | -7 | 1.0 | 3 | -8 | 0 | 0 | -3 | 1
COc1ccccc1CNC(=O)C1CCN(S(=O)(=O)c2ccc(-n3cnnn3)cc2)CC1 | 1 | -10 | 1.0 | -3 | -8 | 0 | 4 | 1 | -1
CSc1cnnc2ccccc12 | 7 | 3 | 0.1 | 15 | -5 | -11 | 0 | 1 | -2
CCN(c1ccccc1)S(=O)(=O)c1ccc(C(=O)NCC(c2cccs2)N(C)C)cc1 (stereo unspecified) | 11 | -12 | 7.3 | 12 | -10 | -11 | 8 | 2 | 3
COc1ccccc1OCC(=O)Nc1cccc(S(=O)(=O)NC2=NCCCCC2)c1 | -8 | 4 | 0.8 | 5 | -2 | 1 | 4 | 3 | 0
O=C(CSc1nc2ccccc2[nH]1)Nc1c(F)c(F)c(F)c(F)c1F | 16 | 2 | 3.8 | -2 | -15 | -7 | 4 | 0 | -1
CN(CC(=O)Nn1cnnc1)S(=O)(=O)c1ccc(Br)cc1 | -4 | 3 | -0.2 | -6 | -11 | 3 | 0 | 0 | -6
COc1ccccc1N1CCN(C(=O)c2ccc(COc3cccc4c3OC(C)(C)C4)cc2)CC1 | 7 | -1 | 3.4 | 14 | 5 | -21 | 11 | -4 | -2
Cc1nnc(NC(=O)CCN2C(=O)/C(=C\c3ccccc3)SC2=S)s1 | 11 | 2 | 0.6 | -3 | -9 | 4 | 2 | 2 | -3
COC(=O)c1ccc2c(=O)n(-c3ccccc3)c(SCN3C(=O)c4ccccc4C3=O)nc2c1 | 16 | -2 | 0.2 | 1 | -8 | 0 | 0 | 0 | 7
Fc1cc(Cl)ccc1NC1=NCCCCC1 | 10 | -8 | 0.5 | 6 | -12 | 0 | 0 | -10 | 13
Cc1cc(NC(=O)C2CC(=O)N(c3cccc(Cl)c3)C2)no1 (stereo unspecified) | 9 | 3 | 16* | 3 | 3 | -2 | 2 | -3 | 5
COc1ccccc1N1CCN(C(=O)CSc2nnnn2C2CC2)CC1 | 3 | 2 | 0.7 | 5 | -3 | -2 | 1 | -1 | 7
CCOc1ccc(/C(O)=C2/C(=O)C(=O)N(c3ncccn3)C2c2ccccc2)cc1 (stereo unspecified) | 2 | 11 | -0.3 | 9 | 13 | 0 | 1 | 1 | 5
NC(=O)CSc1nc2ccccc2c(=O)n1-c1ccccc1 | -10 | 3 | 0.3 | 4 | -1 | 7 | 1 | 1 | 3
CCOC(=O)[C@]12CCCC=C1N(Cc1ccccc1)C(=O)[C@H](CC(=O)NCc1ccccc1)C2 | . | 0 | . | 0 | . | 1 | 5 | 0 | 9
CCOc1cccc2sc(N(CCCN(C)C)C(=O)c3ccc(S(=O)(=O)N(C)Cc4ccccc4)cc3)nc12 | -7 | -13 | 8.5 | 17 | 6 | -12 | 20 | -5 | 11
CCOc1ccc(N(Cc2ccc(C(=O)O)cc2)S(=O)(=O)c2ccc(C)cc2)cc1 | 11 | 0 | 0.6 | 2 | -5 | 3 | 1 | 3 | 1
C/C(CC(=O)Nc1cc(C)ccn1)=N\NC(=O)C(=O)NC(C)C | 2 | 8 | -0.6 | 17 | 12 | -3 | 2 | -3 | -3
Cc1cn2nc(N)c3ccccc3c2n1 | 5 | 5 | 0.0 | -1 | 0 | -1 | 1 | -3 | -19
CCOc1ccc(C2C([N+](=O)[O-])=C(C)N(C)C(=O)N2C)cc1OC (stereo unspecified) | 13 | 3 | -0.6 | 11 | -4 | 6 | 0 | -2 | 2
O=C(NCC1CCCO1)c1ccc(-c2cccc(C(F)(F)F)c2)o1 (stereo unspecified) | -10 | 4 | -0.5 | -5 | -5 | 2 | 4 | -3 | 6
Cc1ccc(S(=O)(=O)Cc2ccc([N+](=O)[O-])cc2)cc1 | -6 | -1 | 0.7 | 13 | -4 | -3 | -1 | -15 | -2
CCCCN(CC)S(=O)(=O)c1ccc(C(=O)Nc2nnc(CSC)o2)cc1 | 10 | 3 | -0.2 | -5 | 1 | -1 | 0 | 6 | 1
Cc1ccc(-n2nc3c(c2NC(=O)c2ccc4c(c2)OCO4)CS(=O)(=O)C3)cc1C | 7 | -1 | 1.4 | 9 | -5 | -1 | 1 | -5 | -3
COc1ccc(C(=O)O/N=C(\N)c2ccccn2)cc1 | -12 | 3 | 1.4 | 4 | 7 | -5 | 2 | -3 | 8
NC(=O)C1CCN(S(=O)(=O)Cc2ccccc2Cl)CC1 | -8 | 4 | 0.2 | 8 | -3 | -3 | 0 | -1 | -8
CN(C)/C=C(\C#N)C(=O)Nc1ccc(F)c(Cl)c1 | 1 | -11 | 4.0 | -3 | -6 | -3 | 10 | 5 | 9
CC(C)(C)[C@H]1CCC(=O)N([C@H](CN=[N+]=[N-])Cc2ccccc2)CC1 | 11 | -2 | -0.5 | 16 | -10 | -6 | 1 | 0 | 12

Entries of single compounds from above. Values in the order: M1 PAM parental	CHRM4 PAM	CHO-K1 Ca ag	M5 antag	CHO-K1 Ca antag	M5 PAM	CHRM4 agonist	CHRM5 agonist	M4 antag
Shown for CCOc1ccc(N(Cc2ccc(C(=O)O)cc2)S(=O)(=O)c2ccc(C)cc2)cc1 : 11	0	0.6	2	-5	3	1	3	1
Shown for Cc1cn2nc(N)c3ccccc3c2n1 : 5	5	0.0	-1	0	-1	1	-3	-19

(listing goes on)
molecule | M1 PAM parental | CHRM4 PAM | CHO-K1 Ca ag | M5 antag | CHO-K1 Ca antag | M5 PAM | CHRM4 agonist | CHRM5 agonist | M4 antag
CC(C)Oc1ccc(C(=O)NCc2cccnc2)cc1 | 8 | 3 | 0.5 | -2 | 6 | -2 | 2 | -3 | 7
COc1ccc(CN2CCC(N3CC(C)OC(C)C3)CC2)c(OC)c1OC (stereo unspecified) | 4 | 0 | 0.2 | 10 | -2 | 3 | 0 | -3 | -3
CC(C)(C)NC(=O)NC(=O)COC(=O)CNS(=O)(=O)c1ccc(Br)cc1Cl | -15 | -14 | 5.1 | 5 | 11 | -14 | 12 | 6 | 4
Cc1cccc2sc(NC(=O)C3=NN(c4ccccc4)C(=O)CC3)nc12 | 10 | -5 | 0.9 | -12 | -1 | 2 | 0 | -2 | -1
CSc1ccccc1C(=O)N1CCN(S(=O)(=O)c2sc(C(=O)O)c(C)c2C(=O)O)CC1 | -15 | 5 | -0.1 | 2 | 0 | 7 | 1 | 2 | -2
Cc1nnc(SCC(=O)Nc2c(C)n(C)n(-c3ccccc3)c2=O)n1Cc1ccccc1 | 25 | 2 | 1.1 | -8 | -10 | 1 | 1 | -2 | -16
Cc1ccc2nc(NC3=NC4(CCCC4)C4=C(CCCC4=O)N3)oc2c1 | -5 | -6 | 0.0 | 15 | 0 | -8 | 3 | 0 | 8
CCn1c(SCCC(=O)Nc2ccccc2)nnc1-c1ccc(OC)cc1 | 17 | 20 | 1.9 | 2 | -11 | 2 | 9 | -4 | 12
Cc1ccc(NC(=O)C23CCC(C)(C(=O)[C@H]2Br)C3(C)C)cc1 (stereo partly specified) | 24 | 6 | -0.4 | -4 | -5 | 4 | 0 | -2 | -3
CC(C)NC(=O)NC(=O)CSc1ccc(S(=O)(=O)N2CCOCC2)cn1 | -15 | 21* | 0.5 | 3 | -11 | -4 | 1 | -2 | -9
Fc1cnc(N2CCOCC2)nc1N1CCOCC1 | 0 | -9 | 1.2 | 4 | -3 | -5 | 0 | 1 | 13
O=C(NCc1ccncc1)c1c(F)c(F)c(F)c(F)c1F | -1 | 5 | 0.2 | -5 | -6 | 8 | 0 | 0 | -2
CSc1ccc(CN2CCC2(C)C(=O)NCc2cccs2)cc1 (stereo unspecified) | -8 | -5 | 1.1 | 8 | 3 | -10 | 1 | -3 | 1
CN1CCCC(OC(=O)COc2ccccc2)C1 (stereo unspecified) | -5 | 9 | 0.2 | -5 | 10 | -1 | 1 | -13 | -8
O=C(COC(=O)c1n[nH]c2ccccc12)Nc1ccc([N+](=O)[O-])cc1 | 18 | -3 | 1.9 | 14 | -1 | -14 | 4 | 0 | -2

Further results:
Value order: M1 PAM parental, CHRM4 PAM, CHO-K1 Ca ag, M5 antag, CHO-K1 Ca antag, M5 PAM, CHRM4 agonist, CHRM5 agonist, M4 antag
O=C(Cn1nnc(-c2ccccc2)n1)NNC(=O)c1ccc(Br)cc1
 : 4, 0, 0.2, 3, 13, 5, 1, 3, -1
O=C(NNc1ncnc2c1cnn2-c1ccccc1)c1ccco1
 : 2, 2, 0.2, 0, -7, 1, 1, 2, 2
CC(=O)Nc1ccc(N2C(=O)CSC2c2ccc(F)cc2)cc1 (stereo unspecified)
 : 1, 8, 0.4, -3, -16, 4, 2, -8, -3
C=CCn1c(=S)sc2c(=O)[nH]cnc21
 : 10, 1, 0.7, 3, -7, -4, -1, -1, 3
Cn1c(=O)n(C/C=C/c2ccccc2)c(=O)c2c1nc1n2CCCN1Cc1ccccc1
 : 15, -10, 0.2, -4, -12, 0, -2, -6, -2
COc1cc(C)c(Br)cc1S(=O)(=O)NCc1ccccc1
 : -16, 2, -0.2, 10, 8, -5, 2, 0, 2
CCOC(=O)N1CCC(N(CCCOC)C(=O)Nc2ccc(CC)cc2)CC1
 : 12, 4, -0.7, 12, -8, -9, -2, -3, 4
Cc1cccn2c(=O)c3cc(C(=O)NC4CCCCCC4)sc3nc12
 : -13, 4, -0.7, 16, 2, -3, 0, -5, -5

CHRM4 PAM, hit marks shown above.
SMILES	CHRM4 PAM	M5 antag	M5 PAM	CHRM4 agonist	CHRM5 agonist	M4 antag
CC(C)NC(=O)NC(=O)CSc1ccc(S(=O)(=O)N2CCOCC2)cn1	21*	3	-4	1	-2	-9
